INS promoter inh: TRM-6 insulin promoter activity inhibition | TRM-6 cells (human fetal islet line), insulin promoter-eGFP reporter, imaging; reporter expression induced with tamoxifen | inhibition, % at 2 µM | 0.9% of 130,000 active | AID 1273;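 active = inhibition above the mean plus 3 SD, with well images judged a real hit on visual review, cut at about 60% in these data, passing the limit was not always enough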
SDO1 yeast rescue: restores growth of sdo1-depleted yeast; 0.21% of 140,000 active; AID 817; S. cerevisiae sdo1-depleted JHY4D growth rescue, OD600 30 h; hits give high values; pdr5 snq2 efflux-pump mutant strain; z-score at 10 µM;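 active = z-score above 3 at both the 24 hr and the 30 hr optical density reads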;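 also: z-score against mean and SD of all compound wells on the same plate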
SDO1 yeast rescue Rescue 24 h: second read-out of SDO1 yeast rescue, no call of its own (marks repeat the call); z-score; S. cerevisiae sdo1-depleted JHY4D growth rescue, OD600; measured here: growth rescue at 24 h;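 0 is the plate mean of compound wells and units are plate SD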
Starred values were filed as active, the others as inactive; / = not tested or not shown. Some of the compounds tested. The share of hits here may be higher or lower than overall.

The opening 5 records (preview)
Value order – INS promoter inh | SDO1 yeast rescue | SDO1 yeast rescue Rescue 24 h
Cc1ccc(-c2n[nH]c(=S)n2/N=C/c2c(C)[nH]n(-c3ccccc3)c2=O)cc1
 : 35 | / | /
CCCN(CCC)C(=O)Cn1c(=O)n(CCCCC(=O)NC2CCCC2)c(=O)c2ccccc21
 : 26 | 0.62 | 0.51
CCOc1ccc(Nc2ncnc(N)n2)cc1
 : / | -0.11 | -0.41
NC(=O)COc1ccc(-n2cnnn2)cc1
 : -7 | / | /
COc1cccc(NC(=O)CCS(=O)(=O)c2cccs2)c1
 : -39 | -0.22 | -0.28

All compounds of this part, from the start:
Value order – INS promoter inh | SDO1 yeast rescue | SDO1 yeast rescue Rescue 24 h
Cc1ccc(-c2n[nH]c(=S)n2/N=C/c2c(C)[nH]n(-c3ccccc3)c2=O)cc1
 : 35 | / | /
CCCN(CCC)C(=O)Cn1c(=O)n(CCCCC(=O)NC2CCCC2)c(=O)c2ccccc21
 : 26 | 0.62 | 0.51
CCOc1ccc(Nc2ncnc(N)n2)cc1
 : / | -0.11 | -0.41
NC(=O)COc1ccc(-n2cnnn2)cc1
 : -7 | / | /
COc1cccc(NC(=O)CCS(=O)(=O)c2cccs2)c1
 : -39 | -0.22 | -0.28
COc1cccc(CN(C(=O)c2cc3ccccc3oc2=O)C2CC2)c1
 : -3 | -0.48 | -0.47
COc1ccc(Cc2nn3c(Cn4nnc5ccccc54)nnc3s2)cc1
 : 58 | 0.17 | 0.54
Cc1nnc(SCC(=O)c2cc(C)n(-c3c(C)n(C)n(-c4ccccc4)c3=O)c2C)s1
 : / | -0.46 | -0.29
COc1ccc(OC(C)c2nnc(N)s2)cc1 (stereo unspecified)
 : 18 | / | /
N#CC1=C(SCC(=O)c2cc3ccccc3oc2=O)NC(=O)C(C#N)C12CCCC2 (stereo unspecified)
 : -6 | 1.3 | 1.1
O=C(NC1CCS(=O)(=O)C1)c1c(NC(=O)C2COc3ccccc3O2)sc2c1CCCC2 (stereo unspecified)
 : 30 | -1.4 | -0.23
C=CCOC(=O)CN1C(=O)c2ccccc2C1=O
 : 37 | 0.44 | -0.84
Cc1ccc(-c2ccc(NC(=O)C3C4C=CC(C4)C3C(=O)O)cc2)o1 (stereo unspecified)
 : -7 | -0.39 | -0.88
CCS(=O)(=O)c1ccc2oc(SCC(=O)NCCc3ccc(F)cc3)nc2c1
 : 0 | / | /
COc1ccc(C2=C(C)CC(C)(C)NC2=O)cc1OC
 : / | 0.32 | -0.65
COc1ccc(NC(=O)COC(=O)CCCc2c[nH]c3ccccc23)cc1
 : -13 | -0.28 | -0.32
Cc1ccccc1N(CC(=O)NCCSC1CCCCC1)S(=O)(=O)c1ccccc1
 : -74 | -0.9 | -0.41
CCOc1ccccc1CN1CCN(Cc2ccc(C)o2)C(CCO)C1 (stereo unspecified)
 : -5 | / | /
O=C(Cn1c(-c2cscn2)nc2ccccc21)Nc1ccc2ccccc2c1
 : -7 | -1.4 | -1.1
Cc1noc2ncnc(Sc3ccccc3Cl)c12
 : / | -0.16 | -0.76
COc1cccc(C2CC(=O)N3CN(c4cccc(Cl)c4C)CSC3=C2C#N)c1OC (stereo unspecified)
 : / | -0.65 | -1.4
Cc1cc(C)cc(NC(=O)C2CCCN(c3nc(C)cc(C)n3)C2)c1 (stereo unspecified)
 : / | -0.81 | -0.61
CC1(C)CC(=O)c2sc(NC(=O)C3COc4ccccc4O3)nc2C1 (stereo unspecified)
 : / | -1.9 | -1.8
CCn1cc(C(=O)NCCOC)c(=O)c2ccc(C)nc21
 : -21 | 0.62 | 0.17
O=C(Nc1ccc(F)cc1)Nc1ccc(Cl)cn1
 : 8 | -1.2 | 0.08
CC(=O)c1sc(NC(=O)c2ccccc2)nc1-c1ccccc1
 : 28 | / | /
Cc1occc1C(=O)NCc1ccco1
 : 23 | 1.6 | 1.4
Cc1cc(-c2ccccc2)nc(N(C)NC(=O)C2CC2)c1S(C)(=O)=O
 : -82 | / | /
CCn1c(C(=O)N2CCCC(C(=O)NCCCc3ccccc3)C2)cc2sccc21 (stereo unspecified)
 : -11 | 0.2 | 0.32
Cc1ccc2nc(-c3ccc(NC(=O)COC(=O)c4ccc(=O)[nH]c4)cc3)sc2c1
 : -3 | -0.96 | -0.42
COC(=O)c1c(NC(=O)C2CC(=O)NN2Cc2ccccc2)sc(C)c1C (stereo unspecified)
 : -30 | -0.29 | -1.1
O=C(CCc1ccc(Oc2cc([N+](=O)[O-])cc([N+](=O)[O-])c2)cc1)N1CCCCCC1
 : -57 | -1.4 | -1.7
Cc1ccc(C)c(NC(=S)NCc2ccc3[nH]c4c(c3c2)CCCC4)c1
 : 27 | -1.9 | -2.3
N=C1C(=O)OCC1c1ccccc1NC(=O)CN1CCOCC1 (stereo unspecified)
 : 20 | 0.27 | -0.53
CCOc1ccc(Nc2nc3c(c(=O)[nH]2)CCC3)cc1
 : / | -0.8 | -1.6
O=C(Cc1csc(Nc2nc(=S)[nH]c3ccccc23)n1)NCc1ccc(Cl)cc1
 : -5 | -2.6 | -1.4
O=C(N/N=C/c1ccco1)c1cc(-c2ccc(Cl)s2)[nH]n1
 : 33 | / | /
O=C(CNC1=NCCC1)c1ccc2c(c1)OCCO2
 : 13 | 0.93 | 0.43
Cc1cccc(OCc2nc(C#N)c(NCc3ccc4c(c3)OCO4)o2)c1
 : -21 | -1.5 | -0.29
Cc1ccc(C)c(-n2nnnc2SCC(=O)Nc2c(C)n(C)n(-c3ccccc3)c2=O)c1
 : -6 | -0.17 | -0.97
COc1ccc(C(O)(C(=O)NNc2ccc(C)cc2)c2cccs2)cc1 (stereo unspecified)
 : 23 | -0.93 | -0.65
C=CCn1c(SCc2ccc(C#N)cc2)nnc1-c1ccccc1
 : -73 | 0.72 | 0.95
COC(=O)NNC(=O)c1cccc(C)c1
 : / | 1.9 | 2
CCOC(=O)N1CCN(c2nc(C)c3c(n2)CCCC3=O)CC1
 : / | 0.52 | 0.35
FC(F)(F)c1ccc(Oc2ccc3ccccc3c2Br)nc1
 : / | 0.58 | 1
COCCn1c(CN2CCC(Cc3ccccc3)CC2)nc2c1c(=O)n(C)c(=O)n2C
 : -15 | 0.24 | 0.02
Cc1noc(C)c1C(=O)Nc1ccc(F)cc1F
 : / | 0.29 | 0.58
C=CCn1c(SCC(=O)NC(=O)NC2CCCC2)nnc1C1CCCCC1
 : -40 | 0.35 | 0.02
NC(=O)COC(=O)c1ccc(Cl)c(S(=O)(=O)N2CCCCCC2)c1
 : -13 | / | /
CN1CCC(=NNC(=O)C(=O)NCc2ccccc2)CC1
 : 26 | -0.17 | -0.51
Brc1cccc(-c2nnc3sc(CN4CCC5(CC4)OCCO5)cn23)c1
 : / | 0.14 | 0.43
Cc1cccc(N2CN(Cc3ccco3)CNC2=S)c1C
 : -27 | 0.26 | 0.28
O=c1cc(-c2ccco2)oc2ccc(Cl)cc12
 : -34 | 0.74 | 0.5
COC(=O)CN(c1ccccc1C)S(C)(=O)=O
 : / | 1.3 | 0.87
C=CCNC(=O)c1ccc2nc(-c3ccccc3)c(-c3ccccc3)nc2c1
 : / | -1.1 | -0.57
NC(=O)c1nn(CC(=O)Nc2ccc3c(c2)OCO3)cc1[N+](=O)[O-]
 : -136 | / | /
CCc1nnc(NC(=O)C2Cc3ccccc3CN2S(=O)(=O)c2cccs2)s1 (stereo unspecified)
 : -14 | -1.1 | -0.46
COc1cccc(C2NC(=O)NC(O)(C(F)(F)F)C2C(=O)c2cccnc2)c1OC (stereo unspecified)
 : -23 | 0.9 | -0.43
Cn1c(=O)cc(OCCCC(=O)NCc2ccc3c(c2)OCO3)c2ccccc21
 : / | 0.51 | 1.7
O=C(N/C(=C\c1ccco1)C(=O)N1CCCC1)c1cccs1
 : 22 | 0.13 | -0.24

New compounds follow:
Value order – INS promoter inh | SDO1 yeast rescue | SDO1 yeast rescue Rescue 24 h
O=C(COC(=O)[C@@H]1CC(O)CN1S(=O)(=O)c1ccccc1[N+](=O)[O-])Nc1ccc2ccccc2c1 (stereo partly specified)
 : -5 | 0.6 | 0.41
CNC(=S)NNC(=O)COc1ccccc1C
 : / | -1.1 | -1.2
COc1cccc(-c2cc(C(F)(F)F)nc(-n3cncn3)n2)c1
 : / | 0.68 | 0.77
COc1ccccc1-n1c(=O)c2c3c(sc2n2c(SC)nnc12)CCC3
 : -152 | / | /
O=S(=O)(/N=C(\c1ccccc1)N1CCOCC1)c1ccc(Cl)cc1
 : / | 0.6 | 0.27
CCC(C(=O)NCCC1=CCCCC1)c1ccccc1 (stereo unspecified)
 : -36 | 0.41 | 0.13
CC1=NN(c2ccccc2)C(=O)C1C(=O)c1ccc(Cl)cc1 (stereo unspecified)
 : 18 | 1.3 | 0.88
Cc1[nH]c2ccccc2c1C(=O)CN1CCC(C(N)=O)(N2CCCCC2)CC1
 : / | 0.59 | 0.37
O=C(COc1ccc(Cl)cc1)NCCC1=CCCCC1
 : / | -1.7 | -0.72
CC(C)(C)c1ccc(OCC(=O)NCCN2CCCC2)cc1
 : -114 | 0.65 | 0.84
Cc1ccc(-c2ccccc2NC(=O)CCl)o1
 : 26 | -0.01 | 0.65
COc1ccc(C(=O)N/C(=C\c2cc(OC)c(OC)cc2[N+](=O)[O-])C(=O)NCC(=O)O)cc1
 : 39 | / | /
N#CC1=C(N)N(c2ccccc2C#N)C2=C(C(=O)CCC2)C1c1ccsc1 (stereo unspecified)
 : / | 0.83 | 1
CCCOC(=O)c1ccc(NC(=O)CSC2=Nc3ccccc3C3CC=NN23)cc1 (stereo unspecified)
 : -32 | -1.9 | -1.5
O=[N+]([O-])c1ccc(/C=N/n2c(C3CCCCC3)n[nH]c2=S)cc1
 : 21 | -1.2 | -0.35
O=C(Nc1ccn(C2CC(OC(=O)c3ccccc3)C(CO)O2)c(=O)n1)c1ccccc1 (stereo unspecified)
 : / | 1.1 | 1.5
CCOC(=O)C1CCN(C(=O)Nc2ccc(NC(=O)C3CCN(C(=O)OCC)CC3)cc2)CC1
 : / | 0.91 | 0.47
CC(/C=N/NC(=O)c1cccs1)=C\c1ccco1
 : -225 | / | /
C#CCOc1c(Br)cc(/C=N/O)cc1OCC
 : 0 | -0.58 | -0.42
O=C(O)c1ccc(NCc2ccncc2)cc1
 : / | 0.11 | -0.21
COc1ccc(C2CC(c3ccccc3)n3nc(NC(=O)c4cccs4)nc3N2)cc1 (stereo unspecified)
 : / | -0.4 | -1.1
COc1cc(NC(=O)Cn2ncc3c2-c2ccccc2OC3)cc(OC)c1OC
 : / | -0.22 | 0.37
O=C(COC(=O)c1cc([N+](=O)[O-])ccc1NCCO)c1ccc(Cl)cc1
 : / | 0.26 | -0.09
CCN1C(=O)S/C(=C/c2cn(C)c3ccccc23)C1=O
 : -31 | -1.1 | -0.42
Cc1cccc(C(=O)NCC(=O)Nc2ccc(S(=O)(=O)Nc3nc(C)cc(C)n3)cc2)c1
 : 36 | / | /
Cc1ccnc(SCCn2c(N3CCOCC3)nc3c2c(=O)[nH]c(=O)n3C)n1
 : -19 | / | /
CN(C)CC1CCCCC1OC(=O)/C=C/c1ccc(Cl)cc1Cl (stereo unspecified)
 : 36 | / | /
CCCS(=O)(=O)N1CCC(C(=O)NCCc2ccccc2)CC1
 : / | 0.14 | -1.5
COc1ccc(-c2cnnc(N/N=C/c3ccc(OC)c(OC)c3)n2)cc1
 : / | 1.3 | 1.3
CCOC(=O)c1c(-c2ccccc2)csc1NC(=O)c1ccc(S(=O)(=O)N2CCOCC2)cc1
 : -23 | 0.36 | 0.94
CCOC(=O)CCCNC(=O)COC(=O)c1cccc(F)c1
 : -57 | / | /
O=[n+]1cc(-c2ccc(Br)cc2)n([O-])c2c1CCC2
 : -47 | 0.43 | -0.63
COc1ccc(C(C2C(=O)CC(C)(C)CC2=O)C2C(=O)CC(C)(C)CC2=O)cc1COCC(F)(F)F
 : 46 | 14* | 4.6*
CCN(c1ccc(NC(=O)CN2C(=O)NC3(CCOc4ccccc43)C2=O)cc1)C(C)C (stereo unspecified)
 : 41 | 0.69 | 1.3
O=c1oc2c(-c3cccc(F)c3)cc(O)cc2s1
 : 21 | / | /
CCOCCCn1cc(C(=O)c2cc(Br)ccc2O)cc(C#N)c1=O
 : 10 | / | /
CCOc1cc(C)nc(N2CCCC(C(=O)NCc3ccccc3F)C2)n1 (stereo unspecified)
 : 46 | 0.11 | 0.94
S=C(Nc1ccc(Cl)cc1)N1CCOCC1
 : 45 | / | /
CSc1ncccc1C(=O)OCC(=O)Nc1ccc2c(c1)OCO2
 : -33 | / | /
Nc1nc(NCc2ccco2)nn1-c1ccccc1
 : 31 | -0.06 | -0.62
COc1cccc(OCCNc2cc(N3CCOCC3)ccc2[N+](=O)[O-])c1
 : -30 | -0.72 | -0.41
CCN(c1ccc(N=Cc2c(O)n(Cc3ccc(OC)cc3)c(=O)c3ccccc23)cc1)C(C)C
 : -471 | / | /
COCCCn1c(-c2ccc(Cl)cc2)n[nH]c1=S
 : 11 | -0.58 | -1.5
O=C(O)CCN(CCC(=O)O)c1ccccc1
 : / | 0.75 | -0.32
CN1CCN(S(=O)(=O)c2ccc(-c3noc(C4CCN(S(C)(=O)=O)CC4)n3)cc2)CC1
 : 14 | -0.25 | -0.18

Compound profiles, from the list above. Order of values: INS promoter inh	SDO1 yeast rescue	SDO1 yeast rescue Rescue 24 h
CCOCCCn1cc(C(=O)c2cc(Br)ccc2O)cc(C#N)c1=O reads 10	/	/
CN1CCN(S(=O)(=O)c2ccc(-c3noc(C4CCN(S(C)(=O)=O)CC4)n3)cc2)CC1 reads 14	-0.25	-0.18
COCCCn1c(-c2ccc(Cl)cc2)n[nH]c1=S reads 11	-0.58	-1.5
CCN(c1ccc(N=Cc2c(O)n(Cc3ccc(OC)cc3)c(=O)c3ccccc23)cc1)C(C)C reads -471	/	/
